Eya2 phos inh = Eya2 (human) phosphatase inhibition. recombinant Eya2, OMFP fluorescence dephosphorylation (OMFP is methylfluorescein phosphate). Potency, µM (titrated, usually from 76.9 µM), without a hit: top-dose activity, negative = inhibition, most hits filed as inhibitors. O00167. actives 0.006% (n = 330,000); note: potency is the fitted concentration of half-maximal effect; % is set by controls: 0 for no effect and ±100 for the full control effect
Target sequence (O00167 whole entry, looked up): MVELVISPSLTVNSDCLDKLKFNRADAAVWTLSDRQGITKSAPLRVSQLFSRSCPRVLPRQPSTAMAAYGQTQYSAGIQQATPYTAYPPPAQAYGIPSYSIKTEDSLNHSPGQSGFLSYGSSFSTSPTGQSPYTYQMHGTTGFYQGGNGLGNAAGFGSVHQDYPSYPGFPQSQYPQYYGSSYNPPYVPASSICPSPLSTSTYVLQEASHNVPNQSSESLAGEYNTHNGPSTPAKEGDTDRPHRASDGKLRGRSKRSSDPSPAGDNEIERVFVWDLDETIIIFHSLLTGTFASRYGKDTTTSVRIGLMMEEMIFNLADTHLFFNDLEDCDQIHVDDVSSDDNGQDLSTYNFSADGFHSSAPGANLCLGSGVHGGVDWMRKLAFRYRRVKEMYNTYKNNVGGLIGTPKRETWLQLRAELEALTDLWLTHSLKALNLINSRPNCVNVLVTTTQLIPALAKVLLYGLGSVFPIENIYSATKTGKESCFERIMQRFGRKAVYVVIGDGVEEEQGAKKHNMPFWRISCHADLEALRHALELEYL
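Eya2 protein (added as 0.2 uM solution) was preincubated with compound for 10 min at ambient temperature in 50 mM HEPES pH 7.5, 50 mM NaCl, 5 uM MgCl2, 0.05% BSA, 1 mM DTT. OMFP (added at 50 uM) then reacted 10 min; fluorescence read at 485/525 nm.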
hERG WT inh = inhibitors of human wildtype KCNH2 potassium channel; activity change, % at 1.84 µM; AID 720551; Q12809; actives 0.37% (n = 340,000); U2OS, BacMam KCNH2, thallium flux FluxOr; hits give low values;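 active = maximum activity change below -70%; inconclusive = maximum activity change between -70% and -50%; inactive = maximum activity change above -50%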; note: % is set by controls: 0 for no effect and ±100 for the full control effect
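U2OS cells were transduced with wild-type KCNH2 virus (2.03 x 10^8 / mL) for 4 h at room temperature, then cultured overnight at 37 C. Thallium flux was read with FluxOr dye. Rate constants were normalized to DMSO controls.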
TSHR antag = human thyrotropin receptor antagonism; P16473; actives 0.2% (n = 330,000); TSHR-expressing cells, TSH-stimulated cAMP HTRF, 2 h; hits give low values; activity change, negative = inhibition, % at 11.5 µM;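 active = activity change below a set negative limit, meaning inhibition stronger than a set level, cut at about -70% in these data; inconclusive = activity change between two set negative limits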; note: % is set by controls: 0 for no effect and ±100 for the full control effect
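Inhibition of cAMP made by TSHR-expressing cells under TSH stimulation (4nM final, EC80; 2 h, 37 deg C) is quantified with a one-step lysis HTRF kit, anti-cAMP cryptate versus cAMP-d2.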
BCR signal inh = chronic active BCR signaling inhibition. ABC-DLBCL IkBa-CBG/CBR reporter, luminescence ratio, 4 h. Potency, µM (doses to about 46.1 µM), inactives show top-dose ratio change, negative = lower green/red ratio, actives largely listed as inhibitors. actives 0.05% (n = 340,000). AID 493014; active = well fitted inhibition curve with a large enough effect in the signal ratio, with a control signal flat, not every such curve was filed as active; inconclusive = small, poorly fitted or top-dose-only effect, or effect the other way, or a change in a side signal; the % refers to the signal ratio;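 note: potency is the fitted concentration of half-maximal effect; plate controls were basal doxycycline-induced cells for no effect and cells given 10 µM MG132 for full effect; MG132 reads +100%, hits lower the ratio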
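Compounds up to 46 uM were incubated four hours with TMD8 cells whose green CBG68 luciferase is fused to IkappaBalpha; red CBR luminescence normalised the signal, and concentration-effect curves were fitted to fusion, red and ratio data.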
Mito fusion act = mitochondrial division inhibition or fusion activation; S. cerevisiae fusion-defective mutant growth rescue, CellTiterGlo 48 h; Potency, µM (series often up to 46.1 µM), for the others: top-dose growth rescue (activation), most hits filed as activators; actives 0.23% (n = 320,000); AID 485298;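 note: potency is the fitted concentration of half-maximal effect; % of control where 0% means no effect; nearly all actives have a fitted effect of over 45% in size; temperature-sensitive fusion mutants such as fzo1-1 at 37 °C on non-fermentable ethanol glycerol medium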
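Compounds are tested for their ability to restore growth of mitochondrial fusion-defective yeast strains at non-permissive 37C in YPEG medium over 48 hours. Viability is quantified by luciferase luminescence.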
GALK inh = inhibitors of human galactokinase. P51570. Purified GALK, Kinase-Glo residual ATP luminescence. Potency, µM (doses to about 57.5 µM), inactives show top-dose activity change, negative = inhibition, most hits filed as inhibitors. actives 0.007% (n = 270,000). AID 1868; note: potency is the fitted concentration of half-maximal effect; % is set by controls: 0 for no effect and ±100 for the full control effect
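Luminescence from leftover ATP (Ultra-Glo luciferase/luciferin) served as read-out after a 1 h room-temperature reaction of 5 nM GALK with 35 uM ATP and 100 uM galactose.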
ASM inhibitor = blocks human secretory acid sphingomyelinase | P17405 | placental ASM, HMU-PC fluorogenic substrate, 60 min | Potency, µM (highest dose often 57.5 µM), for the others: at the highest dose activity change, negative = inhibition, actives largely listed as inhibitors | actives 0.006% (n = 340,000) | AID 504937; note: potency is the fitted concentration of half-maximal effect
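Human placenta-derived ASM preincubated with compound 10 min at room temperature, then reacted with 9 uM (final) fluorogenic HMU-PC substrate for 60 min at 37 C. Stop solution raises pH to 10; fluorescence read at Ex 386/Em 447 nm.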
Menin MLL FP TR = menin-MLL binding inhibition, Texas Red mutant peptide; O00255; Menin + Texas Red MLL mutant peptide, fluorescence polarization; Potency, µM (titrated, usually from 61.6 µM), for the others: at the highest dose FP activity change, negative = inhibition, actives largely listed as inhibitors; actives 0.23% (n = 270,000); AID 1768; active = well fitted inhibition curve with a large enough effect in the polarisation, with a control signal flat, not every such curve was filed as active; inconclusive = small, poorly fitted or top-dose-only effect, or effect the other way, or a change in a side signal; inactive = no such curve, though single readings can be large or run the other way; the % refers to the polarisation; note: potency is the fitted concentration of half-maximal effect; % of control where 0% means no effect; many of its hits are not listed in these tables
MBNL1-CUG inh = blocks human MBNL1 binding to CUG repeat RNA; TR-FRET MBNL1-His/biotin-(CUG)12 binding, 665/545 ratio; Potency, µM (highest dose often 57.5 µM), without a hit: at the highest dose activity change, negative = inhibition, actives largely listed as inhibitors; actives 0.036% (n = 280,000); AID 2675; active = well fitted inhibition curve with a large enough effect in the signal ratio, with a control signal flat, not every such curve was filed as active; inconclusive = small, poorly fitted or top-dose-only effect, or effect the other way, or a change in a side signal; inactive = no such curve, though single readings can be large or run the other way; the % refers to the signal ratio; note: potency is the fitted concentration of half-maximal effect; % is set by controls: 0 for no effect and ±100 for the full control effect
Target sequence (Q9NR56 whole entry, looked up): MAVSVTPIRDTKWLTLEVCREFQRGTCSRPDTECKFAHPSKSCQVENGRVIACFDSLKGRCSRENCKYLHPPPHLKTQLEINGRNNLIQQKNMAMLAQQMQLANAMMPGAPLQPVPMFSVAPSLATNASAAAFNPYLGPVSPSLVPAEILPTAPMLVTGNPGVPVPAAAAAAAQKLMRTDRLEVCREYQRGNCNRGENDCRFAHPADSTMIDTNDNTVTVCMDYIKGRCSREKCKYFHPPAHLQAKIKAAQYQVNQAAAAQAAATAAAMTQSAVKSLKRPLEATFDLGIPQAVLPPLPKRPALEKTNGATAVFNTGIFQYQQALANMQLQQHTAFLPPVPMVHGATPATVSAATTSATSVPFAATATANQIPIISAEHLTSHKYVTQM
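Inhibition of protein-RNA binding appears as loss of TR-FRET between terbium anti-His antibody on MBNL1-His and streptavidin-XL665 on biotin-(CUG)12. Activity is normalized to buffer-only and uninhibited-complex controls.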
USP2a inh = USP2a (human) protease inhibition. O75604. USP2 core, Ub-CHOP2 coupled fluorogenic reporter, 485/531. Potency, µM (series often up to 38.3 µM), without a hit: top-dose activity change, negative = inhibition, usual class: inhibitors. actives 0.01% (n = 330,000);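 note: potency is the fitted concentration of half-maximal effect; plate controls were DMSO wells for no effect and full inhibition by NEM control for full effect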
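USP2 core (10nM final) preincubated 30min RT with compound in 20mM Tris-HCl pH 8.0, 2mM CaCl2, 2mM beta-mercaptoethanol, 0.05% CHAPS; 25nM Ub-CHOP2 plus 25nM reporter substrate added, fluorescence (Ex485/Em531) read after 60min.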
PKM2 activator = PKM2 (human) enzyme activation; Potency, µM (series often up to 57.5 µM), for the others: at the highest dose activation, most hits filed as activators; actives 0.34% (n = 260,000); P14618; purified PKM2, Kinase-Glo ATP luminescence, activation; response scale: 0% is enzyme alone, no compound; AID 1631; note: potency is the fitted concentration of half-maximal effect; % is set by controls: 0 for no effect and ±100 for the full control effect; nearly all actives have a fitted effect of over 55% in size
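Kinase-Glo luminescence reports ATP generated from ADP (0.1 mM) and PEP (0.5 mM) by purified hPK-M2 after 1 h at room temperature, pH 7.2 imidazole buffer; intermediate enzyme activity allows detecting inhibitors and activators.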
An asterisk follows results filed as active; i = inactive; ? = inconclusive; nt = no result given; [ ] = another dose, or the depositor's remark. Unless noted, calls come from the whole dose curve; as a rule, active = well fitted curve in the direction sought with a large enough effect; inconclusive = small, poorly fitted or top-dose-only effect, or another doubt; inactive = no such curve, though single readings can be large; an effect the other way counts as inactive or inconclusive.

SMILES | Eya2 phos inh | hERG WT inh | TSHR antag | BCR signal inh | Mito fusion act | GALK inh | ASM inhibitor | Menin MLL FP TR | MBNL1-CUG inh | USP2a inh | PKM2 activator
CC(C)=CC(=O)OCC(=O)Nc1cc(C)ccc1C | -9% | -1 | 5 | ? | -2% | 10% | 2% | 1% | 0% | 0% | 5%
CC(=O)N1C2CCCCC2S[C@H]2CCCCC21 (stereo partly drawn) | 19% | -10 | -8 | 4% | 7% | -2% | 1% | -7% | -4% | -1% | -2%
NC(=O)c1ccsc1NC(=O)COc1ccccc1 | -9% | 9 | 10 | ? | 12% | 1% | -1% | 8% | 12% | 3% | -20%
COc1cc(-c2nc3ccccn3c2/N=C/c2cc(OC)c(O)cc2Cl)ccc1O | -29% | -8 | -20 | 4% | -2% | -20% | 48%[activator] | ? | ? | 0% | 3%
CC(=O)c1cccc(NC(=O)Cc2coc3cc4c(cc23)CCC4)c1 | -16% | 22 | 7 | -7% | 29% | nt | -13% | 19% | -3% | -1% | -12%
O=C(O)C1CCCN1S(=O)(=O)c1cccc2nsnc12 (stereo not drawn) | 2% | -2 | -19 | -1% | -1% | 1% | 2% | -7% | 55%[activator] | 11% | -27%
Cc1nc(NC2=NCN(Cc3cccnc3)CN2)nc2c(C)cccc12 | -1% | nt | 2 | ? | 1% | 0% | nt | 9% | 7% | 0% | ?
O=C1c2ccccc2C(=O)N1CCCCN(C(=O)c1cc2ccccc2oc1=O)c1ccc(Cl)cc1 | 2% | 11 | 6 | 10% | 5% | 0% | 4% | -7% | -6% | 6% | 2%
O=C(O)c1ccccc1Nc1ccc([N+](=O)[O-])cc1 | -13% | -4 | -2 | 13% | 3% | -1% | 0% | 26% | nt | 3% | 0%
O=C(Nc1ccc(S(=O)(=O)Nc2ncccn2)cc1)C12CC3CC(CC(C3)C1)C2 | 0% | 4 | 3 | -1% | -1% | 6% | -1% | nt | -3% | 3% | -3%
CCCCn1c(N)c(N(CCOC)C(=O)CN(C)S(=O)(=O)c2ccc(C)cc2)c(=O)[nH]c1=O | -2% | -6 | 9 | 2% | -1% | nt | 10% | nt | nt | 1% | nt
COc1ccc(-c2noc(N3CCC(C(=O)NCc4ccc(Cl)cc4)CC3)n2)cc1 | 5% | -18 | 1 | 0% | -6% | nt | 0% | 1% | 8% | -1% | -2%
O=C(CN1C(=O)C2CCCCC2C1=O)Nc1cc(C(F)(F)F)ccc1N1CCCC1 (stereo not drawn) | -18% | 2 | -5 | -1% | -2% | nt | nt | nt | nt | 0% | nt
COc1ccccc1NC(=O)N1CCCC1C(=O)NCc1ccc2c(c1)OCO2 (stereo not drawn) | 9% | 0 | -1 | -7% | -3% | nt | 5% | 4% | 5% | 0% | 2%
Cc1ccc(N2C(=O)CC(c3c[nH]c4ccccc34)C2=O)cc1 (stereo not drawn) | -12% | 13 | -1 | ? | -9% | 1% | -3% | 4% | nt | -3% | -6%
Cc1ccc(S(=O)(=O)NCC(C)n2cncn2)cc1C (stereo not drawn) | -2% | -9 | -4 | 12% | -2% | 0% | 0% | -17% | 1% | 3% | 0%
Cc1ccc(S(=O)(=O)N2CCCCC2)cc1NC(=O)c1ccc2c(c1)OCO2 | -1% | 7 | -22 | -21% | -24% | 0% | -1% | 4% | -4% | -1% | 14%
CN(C)S(=O)(=O)c1cccc(NC(=O)COc2cccc3ccccc23)c1 | -8% | 9 | -22 | ? | 28% | nt | -16% | nt | nt | 3% | nt
COc1ccc(CCc2nnc(CCC(=O)NCc3cnc4ccccn34)o2)cc1 | 2% | 27 | -11 | 4% | 9% | 4% | 5% | -8% | -2% | -3% | 0%
O=C(c1ccc(S(=O)(=O)NCC2CCCO2)cc1)N1CCN(c2cccc(Cl)c2)CC1 (stereo not drawn) | 6% | 2 | -4 | 2% | 1% | 1% | -3% | -26% | -2% | -2% | 22%
Cn1c(=O)c2c(nc(CN3CCN(C(c4ccccc4)c4ccccc4)CC3)n2CC(N)=O)n(C)c1=O | -8% | -19 | 13 | -2% | 0% | 1% | 4% | -1% | -4% | 5% | 4%
Cc1ccnc(SCc2cc(=O)c(OC(=O)c3cccs3)co2)n1 | -3% | -5 | 7 | -5% | -4% | 6% | 1% | 1% | -5% | 2% | 29%
CC1CCCC(NC(=O)C2CCN(S(=O)(=O)N3CCCCC3)CC2)C1C (stereo not drawn) | -3% | 13 | -6 | ? | -7% | -1% | -4% | -2% | -4% | 4% | -1%
CSc1nnc2c(n1)OC=Nc1ccccc1-2 | -5% | 4 | 3 | 4% | -1% | 2% | 1% | 8% | ? | 2% | -10%
Cc1c(Cl)cccc1NCC(=O)Nc1ccc(Cl)cc1F | -8% | 9 | -15 | ? | 29% | 2% | -6% | ? | -23% | -7% | 1%
CCO/C=N/c1c(C#N)c2c(c(=S)n1C)COC(C)(C)C2 | -20% | -7 | 3 | 8% | 5% | 0% | -1% | -21% | 19% | -1% | 3%
OCC(O)C(O)C(O)C(O)C1NCCS1 (stereo not drawn) | -14% | -6 | 20 | -10% | 5% | 2% | 3% | 3% | 2% | -2% | -20%
C=CCNC(=O)NC(=O)COC(=O)[C@H](C)NS(=O)(=O)c1c(C)c(C)cc(C)c1C | -5% | 4 | 0 | ? | 0% | 5% | -2% | nt | -3% | 3% | 0%
COc1ccc(OC)c(NC(=O)COC(=O)Cc2ccsc2)c1 | 3% | -2 | -7 | 5% | nt | nt | 1% | nt | nt | 0% | nt
O=C(Nc1ccc(F)cc1)C1CCCCC1 | 1% | -3 | 13 | -9% | 4% | -2% | 1% | 8% | 1% | -4% | 12%
CCCNC(=S)Nc1cccc(C(F)(F)F)c1 | 1% | -6 | 5 | 6% | -3% | 2% | 7% | 8% | nt | -1% | -5%
CC(C)OCc1c(C(=O)Nc2nccs2)oc2ccccc12 | 6% | -2 | -7 | 2% | -3% | -1% | -1% | ? | 26% | 0% | 3%
COc1ccccc1NC(=O)c1ccc(N)cc1 | 23%[15.4 µM] | -9 | 2 | -17% | -1% | 3% | 1% | 4% | 1% | 4% | -9%
Cc1ccc(C(CC(=O)NCCCN(C)C)c2ccc(OC(C)C)cc2)cc1 (stereo not drawn) | -3% | 23 | 7 | ? | -3% | -2% | 0% | nt | 3% | 1% | 0%
CCOc1ccccc1NC(=O)COC(=O)Cc1cccs1 | 6% | -2 | 4 | 0% | 0% | 3% | 4% | 10% | -1% | 1% | -2%
CC1CN(C(=O)COc2ccc3ccccc3c2Br)CC(C)O1 (stereo not drawn) | -10% | 8 | 1 | ? | 6% | 3% | -6% | nt | 33%[activator] | -5% | 0%
Cc1cc(NS(=O)(=O)c2ccc(NC(=O)NC3CCCCC3)cc2)no1 | -11% | -5 | 9 | -1% | -1% | -2% | -2% | 45%[activator] | -4% | 1% | -10%
CCNC(=S)N1CCN(c2ccccn2)CC1 | 0% | i | 21 | -15% | -2% | 0% | 4% | 10% | -5% | 4% | -6%
c1ccc(-c2nc(N3CCNCC3)nc3ccccc23)cc1 | 2% | 24 | 10 | 6% | 0% | 4% | 175%[activator] | 2% | 1% | 6% | 3%
COc1cccc(CNC(=O)c2cc(S(=O)(=O)N3CCOCC3)cn2C)c1 | -8% | -4 | 12 | ? | 2% | nt | 2% | 0% | -3% | 0% | 18%
CC(C)N1CC23C=CC(O2)C(C(=O)OCc2ccccc2)C3C1=O (stereo not drawn) | -18% | -2 | 6 | -3% | -5% | -5% | 4% | 6% | 8% | 1% | -1%
Fc1ccc(-n2c(-c3ccc4c(c3)OCO4)n[nH]c2=S)cc1Cl | 7% | 2 | -8 | 8% | 15% | 0% | -5% | 19% | -3% | -1% | -1%

Screens as filed in PubChem.

A portion of the library; count on the stated rates, not on these rows.
